Screens deposited in PubChem BioAssay by National Center for Advancing Translational Sciences (NCATS).
FUS yeast rescue – rescues growth of FUS-expressing yeast; S. cerevisiae FUS-expressing, growth rescue, OD600, 24 h; Potency, µM (series often up to 76.6 µM), without a hit: top-dose growth rescue (activation), actives largely listed as activators; 390,000 tested, 0.24% active; AID 1347120;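 note: plate controls were DMSO vehicle for no effect and reference control for full effect; nearly all actives have a fitted effect of over 55% in size; some results filed as inactive show a strong effect at the top dose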
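Galactose (2%) drives FUS expression in yeast precultured in raffinose; seeding density OD 0.005. Test compounds incubated 24hr at 30C and 99% humidity before absorbance at 600 nm was measured.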
EPAC1 agonist – agonists of human EPAC1; AID 720707; 360,000 tested, 0.073% active; O95398; Potency, µM (titrated, usually from 154 µM), without a hit: top-dose activation, most hits filed as activators; EPAC1 agonist qHTS, biochemical assay; response scale: 100% = response to 6.5 mM cAMP; note: nearly all actives have a fitted effect of over 60% in size
Target sequence (O95398 whole entry, looked up): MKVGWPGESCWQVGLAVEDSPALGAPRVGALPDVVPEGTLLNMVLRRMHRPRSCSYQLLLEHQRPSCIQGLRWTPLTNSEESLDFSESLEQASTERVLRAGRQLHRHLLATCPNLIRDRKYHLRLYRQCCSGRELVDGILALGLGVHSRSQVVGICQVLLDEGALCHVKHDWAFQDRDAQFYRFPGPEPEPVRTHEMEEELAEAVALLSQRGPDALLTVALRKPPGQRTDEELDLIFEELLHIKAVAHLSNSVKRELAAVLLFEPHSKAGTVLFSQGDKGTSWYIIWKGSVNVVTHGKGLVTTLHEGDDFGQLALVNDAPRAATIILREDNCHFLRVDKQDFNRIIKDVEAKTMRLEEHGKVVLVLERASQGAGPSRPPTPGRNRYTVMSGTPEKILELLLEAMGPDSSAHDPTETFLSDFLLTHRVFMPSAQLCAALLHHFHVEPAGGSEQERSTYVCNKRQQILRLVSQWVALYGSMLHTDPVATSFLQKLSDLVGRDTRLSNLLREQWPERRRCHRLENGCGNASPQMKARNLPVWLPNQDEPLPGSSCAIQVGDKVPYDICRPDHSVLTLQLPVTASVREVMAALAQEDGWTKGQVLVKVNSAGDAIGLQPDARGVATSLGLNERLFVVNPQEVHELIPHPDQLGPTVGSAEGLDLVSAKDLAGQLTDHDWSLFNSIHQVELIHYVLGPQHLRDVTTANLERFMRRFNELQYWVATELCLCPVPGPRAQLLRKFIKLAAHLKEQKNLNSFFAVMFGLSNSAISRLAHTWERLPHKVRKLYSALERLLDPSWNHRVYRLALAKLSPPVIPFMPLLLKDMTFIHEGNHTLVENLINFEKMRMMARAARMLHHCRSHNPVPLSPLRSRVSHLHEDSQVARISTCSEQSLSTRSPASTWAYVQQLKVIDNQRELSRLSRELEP
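Read-out is the fluorescence drop as BODIPY-GDP leaves Rap1B (480 nm excitation, 540 nm emission), recorded every 5 minutes over 30 minutes. Reactions held 100 nM EPAC1, 250 nM Rap1B–BODIPY-GDP and 50 uM GDP, with 6.5 mM cAMP setting full activation.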
TDP43 rescue – TDP-43 toxicity inhibition in yeast | TDP-43 expressing yeast growth rescue, BacTiter-Glo, 24 h | AID 652104 | Potency, µM (doses to about 46.1 µM), for the others: top-dose growth rescue (activation), hits mostly activators | 410,000 tested, 1.8% active; note: % of control where 0% means no effect; nearly all actives have a fitted effect of over 50% in size
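Yeast cells expressing TDP-43 under galactose induction are exposed to compounds for 24 hr at 30 deg C. BacTiter-Glo luminescence measures growth, so protective compounds score as activators.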
PTHR1 agonist – agonists of human PTHR1 parathyroid hormone receptor; HEK293 GP2 PTHR1 cells, GloSensor cAMP luminescence, 1 h; Q03431; Potency, µM (series often up to 115 µM), without a hit: at the top dose activation, actives largely listed as activators; AID 743266; 410,000 tested, 0.075% active; note: nearly all actives have a fitted effect of over 55% in size; some results filed as inactive show a strong effect at the top dose; inactives centre near -15; many of its hits are not listed in these tables
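HEK-293-derived GP2 cells expressing PTHR1 and a GloSensor cAMP reporter, 3,000/well, plated overnight, given luciferin plus IBMX (each 0.5 mM as added) for 1 h at 37 °C, then compound for 1 h at 37 °C. Luminescence was read after 15 min at room temperature.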
EPAC1 antagonist – EPAC1 (human) antagonism | AID 720709 | Potency, µM (series often up to 115 µM), for inactives: at the top dose activity change, negative = inhibition, most hits filed as inhibitors | 360,000 tested, 0.14% active | EPAC1 GEF assay, Rap1b-BODIPY-GDP exchange fluorescence;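 note: plate controls were vehicle for no effect and positive control for full effect; nearly all actives have a fitted effect of over 50% in size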
EPAC2 antag – EPAC2 (human) antagonism; Q8WZA2; EPAC2 GEF exchange of Rap1B-BODIPY-GDP, fluorescence; 360,000 tested, 0.18% active; Potency, µM (top dose mostly 114 µM), for inactives: at the highest dose activity, negative = inhibition, actives largely listed as inhibitors; note: % is set by controls: 0 for no effect and ±100 for the full control effect; nearly all actives have a fitted effect of over 45% in size; many of its hits are not listed in these tables
aSyn yeast inh – inhibitors of alpha-synuclein toxicity in yeast; Yeast expressing alpha-synuclein, growth rescue, BacTiter-Glo, 24 h; Potency, µM (series often up to 46.1 µM), for the others: top-dose growth rescue (activation), hits mostly activators; 370,000 tested, 0.14% active; AID 652106; note: % of control where 0% means no effect; nearly all actives have a fitted effect of over 65% in size
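Galactose-induced alpha-syn yeast (OD600=0.02, raffinose-pregrown) + pinned cpd, 24 hr, 30 deg C; growth by BacTiter-Glo luminescence. Growth restoration scores as activation.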
EPAC2 ag – agonists of human EPAC2 (RAPGEF4) | Q8WZA2 | EPAC2 activation, biochemical qHTS; response scale: 100% = 6.5 mM cAMP response | Potency, µM (highest dose often 154 µM), inactives show at the highest dose activation, most hits filed as activators | 360,000 tested, 0.079% active | AID 720711; note: nearly all actives have a fitted effect of over 50% in size
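Setup: EPAC2 100 nM, labeled Rap1B complex 250 nM, free GDP 50 uM. Compound titrations pinned in, brief spin, 5 min room temperature incubation. Kinetic fluorescence read over 30 min, normalized to 6.5 mM cAMP.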
* = called active by the depositor; i = inactive; ? = inconclusive; . = no result given; & = joins results of further samples; [ ] = another dose, or the depositor's remark. Calls come from the whole dose curve; as a rule, active = well fitted curve in the direction sought with a large enough effect; inconclusive = small, poorly fitted or top-dose-only effect, or another doubt; inactive = no such curve, though single readings can be large; an effect the other way counts as inactive or inconclusive. Potency is the fitted concentration of half-maximal effect. Not all compounds are listed; count on the stated rates, not on these rows.

SMILES | FUS yeast rescue | EPAC1 agonist | TDP43 rescue | PTHR1 agonist | EPAC1 antagonist | EPAC2 antag | aSyn yeast inh | EPAC2 ag
CCC(CC)C(=O)Nc1ccc(-c2cn3cccnc3n2)cc1 | -21%&-29% | 3% | 2%&0% | -24% | -11% | -1% | -1% | 5%
COc1ccccc1C(=O)NC(C)c1nc2ccccc2[nH]1 (centres undefined) | 11% | -2% | 8% | i | -25% | 3% | 2% | -7%
Cc1csc(=O)n1CC(=O)OCc1nnc(-c2ccc([N+](=O)[O-])cc2)o1 | 1% | -10% | 7% | -18% | 12% | -21% | 2% | 8%
O=C(COc1ncnc2c(Cl)cc(Cl)cc12)N1CCN(S(=O)(=O)c2ccccc2)CC1 | -15% | -6% | 3% | i | 2% | -3% | -6% | -3%
Cc1cccn2c(=O)c3cc(C(=O)NC4CCCCCC4)sc3nc12 | 3% | 13% | -4% | -12% | -20% | 6% | -6% | 3%
Fc1ccccc1COc1ccccc1/C=N/Nc1nc(N2CCCC2)nc(N2CCCC2)n1 | . | 1% | 11% | i | 12% | 9% | 5% | -2%
COC(=O)C[C@@H]1CC[C@H](NC(=O)CC2CC2)[C@@H](CO)O1 | -3% | 5% | 5% | -23% | -8% | 5% | -2% | 7%
Nc1nc(NC(=O)c2cccnc2)nn1-c1ccccc1 | -21% | -2% | -3% | 13%[57.5 µM] | 9% | 10% | 9% | 3%
COc1ccc(NS(=O)(=O)c2ccc(C(=O)N3CCC(C)CC3)cc2)cc1 | 12% | -5% | -2% | -26% | 2% | 3% | 8% | -9%
Cc1ccc2c(c1)sc[n+]2Cc1ccccc1 | ? | 1% | 23% | -6%[57.5 µM] | -4% | -1% | -2% | 9%
CCS(=O)(=O)c1nc(S(=O)(=O)c2ccc(Cl)cc2)c(N2CCCC2)s1 | -11% | 8% | 7% | i | -16% | 0% | 6% | 14%
CC(C)(C(=O)N1CCC1(C)C(=O)NS(=O)(=O)c1ccccc1Cl)c1ccccc1 (centres undefined) | -5% | 1% | 37% | i | -5% | ? | 2% | -3%
CC(=O)Nc1cccc(NC(=O)CSc2nnc3ccccn23)c1 | 0% | 4% | 18% | i | -3% | -3% | 5% | 2%
Cc1sc2ncnc(N3CCC(C(=O)Nc4nc(-c5cccs5)cs4)CC3)c2c1C | . | -1% | 29% | -11% | -3% | 6% | 1% | 3%
COc1ccc2c(c1)sc(=NC(=O)CS(=O)(=O)c1ccc(F)cc1)n2C | 22% | 11% | -14% | -39%[inhibitor] | 10% | -12% | -9% | -2%
CCOc1ccc(S(=O)(=O)Nc2cccc(Cl)c2)cc1 | 12% | 18% | ? | ? | -13% | -12% | ? | 17%
C=CCn1c(SCC(=O)Nc2c(C)n(C)n(-c3ccccc3)c2=O)nnc1-c1ccncc1 | -33% | 14% | 12% | -15% | -4% | 15% | 3% | 6%
COC(=O)c1cc(C)sc1NC(=O)CCCC(=O)O | -6% | -2% | 14% | i | 0% | 4% | 15% | 2%
C/C(=N\NC(=O)c1c(Cl)c(C)nn1C)c1cccc(NC(=O)c2cccc(F)c2)c1 | 13% | -28% | -15% | i | 2% | ? | 0% | 13%
CCOCCCNC(=O)C1CCN(Cc2cccc(OCc3ccccc3)c2)CC1 | -4% | -5% | -20% | -5% | 5% | 16% | 6% | 6%
Cc1cc(C)c2c(c1)C1C=CCC1C(c1ccc(S(=O)(=O)N3CCOCC3)cc1)N2 (centres undefined) | 3% | 7% | -10% | 17%[57.5 µM] | -3% | 8% | -11% | 8%
O=[N+]([O-])c1ccc(S(=O)(=O)N2CCN(c3ccnc4cc(Cl)ccc34)CC2)cc1 | 2% | 0% | -5% | i | -26% | -4% | -5% | 7%
Cc1nn(Cc2ccccc2Cl)c(C)c1NC(=O)C1C2CCC(O2)C1C(=O)O (centres undefined) | . | -4% | -5% | -16% | ? | -14% | -11% | 16%
O=C(Nc1ccc(S(=O)(=O)N2CCCC2)cc1)c1c(F)cccc1F | 4% | -2% | 8% | i | 14% | 1% | -2% | 7%
CCCCNC(=O)C1(O)c2cc(Br)ccc2NC(=O)N1c1cccc(OC)c1 (centres undefined) | 17% | 2% | 0% | 0% | 0% | -3% | 0% | 13%

One compound at a time, as listed above. Order of values: FUS yeast rescue	EPAC1 agonist	TDP43 rescue	PTHR1 agonist	EPAC1 antagonist	EPAC2 antag	aSyn yeast inh	EPAC2 ag
CC(C)(C(=O)N1CCC1(C)C(=O)NS(=O)(=O)c1ccccc1Cl)c1ccccc1 (centres undefined) is entered as -5%	1%	37%	i	-5%	?	2%	-3%
C/C(=N\NC(=O)c1c(Cl)c(C)nn1C)c1cccc(NC(=O)c2cccc(F)c2)c1 is entered as 13%	-28%	-15%	i	2%	?	0%	13%
CCOCCCNC(=O)C1CCN(Cc2cccc(OCc3ccccc3)c2)CC1 is entered as -4%	-5%	-20%	-5%	5%	16%	6%	6%
Cc1csc(=O)n1CC(=O)OCc1nnc(-c2ccc([N+](=O)[O-])cc2)o1 is entered as 1%	-10%	7%	-18%	12%	-21%	2%	8%
CC(=O)Nc1cccc(NC(=O)CSc2nnc3ccccn23)c1 is entered as 0%	4%	18%	i	-3%	-3%	5%	2%

(cont.)
SMILES | FUS yeast rescue | EPAC1 agonist | TDP43 rescue | PTHR1 agonist | EPAC1 antagonist | EPAC2 antag | aSyn yeast inh | EPAC2 ag
O=[N+]([O-])c1ccc(-c2c(O)c3ccccc3c3nc4ccccc4nc23)cc1 | -5% | -1% | 2% | -46%[inhibitor] | 8% | -7% | 3% | -7%
CCOC(=O)C1CCN(C(=S)Nc2ccc(CC)cc2)CC1 | 7% | 9% | -1%[9.22 µM] | i | 11% | 3% | -4% | 11%
COC(=O)c1ccc(OC(=O)CCN2C(=O)C3CCCCC3C2=O)cc1 (centres undefined) | 5% | -5% | -24% | -21% | 0% | -12% | 4% | -7%
Cc1ccccc1CC(=O)NCC1CCCCC1 | 0% | 4% | 0% | i | -2% | 0% | 1% | 1%
O=C(COc1ccccc1)Nc1ccccc1N1CCN(c2ccc(F)cc2)CC1 | . | 6% | 12% | -10% | -20% | -2% | -12% | -2%
CCCCCn1c(CN2CCN(C)CC2)nc2c1c(=O)n(C)c(=O)n2C | -20% | -12% | 23% | i | -4% | 9% | -4% | 12%
COc1ccccc1OCCCOc1c(Cl)cc(C)cc1Cl | 9% | 20% | 2% | i | -13% | -1% | -1% | -3%
COc1ccc(S(=O)(=O)n2nc(C)c(S(=O)(=O)N3CCOCC3)c2C)cc1 | 39% | 4% | -5% | -22% | 5% | 4% | 1% | 0%
COc1cc(C(=O)OCC(=O)N(CC(C)C)C2CCS(=O)(=O)C2)cc(OC)c1C (centres undefined) | 14% | -5% | -7% | -20% | -6% | 5% | -1% | -8%
CC1(C)N=C(N)NC(Nc2ccc(Cl)cc2)=N1 | 13% | -1% | -19% | -27% | -9% | 11% | -2% | 11%
CCN(CCCNC(=O)CC1Oc2ccc(C)cc2NC1=O)Cc1ccccc1 (centres undefined) | -13% | -2% | 0% | -19% | -13% | 7% | 2% | 11%
O=c1[nH]cnc2scc(-c3cccs3)c12 | 28% | 0% | 1% | i | 0% | -2% | 1% | -4%
COC(=O)c1sc(S(=O)(=O)N2CC(C)OC(C)C2)c(C(=O)OC)c1C (centres undefined) | -18% | 13% | 12% | -15% | 4% | -17% | 4% | 10%
COc1cccc(NC(=O)[C@@H]2CCCN2S(=O)(=O)c2cccc3cccnc23)c1 | -3% | -1% | -3% | -3% | -6% | -5% | -2% | 6%
CC(NC(=O)COC(=O)c1cc([N+](=O)[O-])ccc1N1CCOCC1)c1ccccc1 (centres undefined) | 2% | -12% | 14% | -29% | 8% | -1% | 11% | -2%
O=C(O)CCCCCN1C(=O)/C(=C\c2cn(-c3ccccc3)nc2-c2cccs2)SC1=S | 27% | 15% | 0% | -57%[inhibitor] | -16% | 52%[activator] | 11% | 25%
O=C(/C=C/c1ccc(Br)o1)NCc1ccccc1 | 16% | 3% | 18% | 0% | ? | 0% | 21% | 8%
CC(=O)c1ccc(OCC(=O)NCC(c2ccco2)N2CCCCC2)cc1 (centres undefined) | -31% | -5% | 11% | -11% | 0% | 8% | -10% | 5%
COc1cc2c(cc1CNC[C@H]1O[C@@H](n3ccc(N)nc3=O)[C@H](O)[C@@H]1O)OCO2 | -31% | 9% | 0% | i | 8% | 0% | -1% | 7%
Fc1ccc2[nH]c3c(NCCN4CCOCC4)ncnc3c2c1 | 11% | 6% | 4% | -21%[57.5 µM] | -12% | 6% | -5% | -1%
COc1ccc(C(=O)NC(C)Cn2nc(C)cc2C)cc1OC1CCN(C(C)=O)CC1 (centres undefined) | . | 2% | 24% | -22% | -7% | -3% | 1% | -4%
Cc1c(C#N)c2ccccc2n1C | 4% | 5% | -3% | i | 17% | 4% | 0% | -6%
COc1cc(C(C#N)N2N=C(c3ccccc3)CC2c2ccccc2)ccc1O (centres undefined) | 3% | 2% | ? | -13%[57.5 µM] | -4% | 4% | 7% | 17%
COc1ccc(C(F)(F)F)cc1N/C=C\c1nnnn1-c1ccc(C)cc1 | 17% | 12% | 2% | i | 11% | 5% | -6% | 4%
Nn1c(COc2ccccc2F)nnc1SCC(=O)NCC1CCCO1 (centres undefined) | -37% | 2% | 16% | -6% | 6% | 5% | -4% | -1%
SMILES | FUS yeast rescue | EPAC1 agonist | TDP43 rescue | PTHR1 agonist | EPAC1 antagonist | EPAC2 antag | aSyn yeast inh | EPAC2 ag
Cc1ccccc1-c1ncc(CN2CCN(C3CCCCC3)C(CCO)C2)cn1 (centres undefined) | -23% | 11% | 17% | i | -18% | -3% | -11% | 0%
O=C(O)C1C(C(=O)O)C1(c1ccccc1)c1ccccc1 (centres undefined) | -11% | 9% | -19% | i | -29% | 5% | -9% | -2%
COc1ccc2nc(N3CCN(C(=O)c4ccc([N+](=O)[O-])o4)CC3)sc2c1 | 12% | 8% | 0% | -19% | -19% | -11% | -1% | -1%
CC(C)(C)/C(O)=C(/C#N)c1nc2ccccc2[nH]1 | 27% | 0% | ? | 0%[57.5 µM] | 5% | -27% | -5% | -9%
O=C(CCSc1ccccc1)Nc1ccc(OCc2ccccc2)cc1 | 4% | -8% | 8% | i | -11% | ? | -1% | -20%
CCCc1cc(=O)[nH]c(Nc2cc(OC)ccc2OC)n1 | . | -2% | -12% | i | -18% | -1% | -7% | -4%
Cc1ccc(C)c(NC(=S)Nc2ccc(S(=O)(=O)Nc3ncccn3)cc2)c1 | . | 12% | 5% | i | 4% | 11% | 3% | 3%
CCOc1ccc(OCCC(=O)OC(C)C(=O)Nc2ccc(C(C)=O)cc2)cc1 (centres undefined) | . | -4% | 11% | -39%[inhibitor] | 3% | 3% | 1% | -3%
